Source: PubChem
mHTT CaM bind: inhibitors of human mutant huntingtin-calmodulin interaction; P42858; AlphaScreen His-mHTT/GST-CaM binding, luminescence; inhibition, % at 15 µM; 3.6% of 190,000 active; AID 1671202;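 also: 0% = both proteins with DMSO and 100% = one protein alone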
Pf apPOL block: Pf-apPOL DNA polymerase inhibition; AID 1794808; Recombinant Pf-apPOL, molecular beacon fluorescence, 1.5 h; inhibition, % at 10 µM; 0.25% of 210,000 active
Numbers without * were called inactive; i = inactive; x = not tested or not shown; + = active, no number; & = joins results of further samples. Rule as the data show it: active = inhibition above about 50%; inactive = the rest.

SMILES	mHTT CaM bind	Pf apPOL block
COc1ccc(/C=C2\N=C(c3ccc([N+](=O)[O-])cc3Cl)OC2=O)cc1OC	-3	1
O=C(O)c1ccc(NC(CSCc2cccc(Cl)c2)C(=O)O)c([N+](=O)[O-])c1 (stereo not drawn)	1	-5
CC1=CC(C)(C)N(C(=O)CSc2nccc(C)n2)c2ccc(C)cc21	0	-9
O=S(=O)(c1ccc(Br)cc1Br)n1nnc2ccccc21	-9	-5
Cc1ccc(C(=O)N2CCN(c3nc(C)nc(C)c3Cc3ccccc3F)CC2)cc1	16	-2
Clc1ccc(C2=CC(c3ccc(Cl)cc3)n3nnnc3N2)cc1 (stereo not drawn)	13	-5
O=C1C2CCCN2C(=O)c2ccccc2N1CCc1ccccc1 (stereo not drawn)	-3	-2
Cc1ccc(C(=O)N2N=C(c3ccc(NS(C)(=O)=O)cc3)CC2c2ccco2)cc1 (stereo not drawn)	26	0
C/C(Cn1nnc2ccccc21)=N\OC(=O)c1c(F)cccc1F	i	-3
COc1ccc(C2/C=C\CN(C(=O)CC(C)C)CC(=O)N2Cc2ccc(F)cc2)cc1 (stereo not drawn)	9	-3
CN(C)C(=S)NCCCN1CCOCC1	x	-9
O=C(NCc1ccncc1)c1cccs1	2	-8
CC1CN=C2C=C(N3CCN(C(=O)Cc4c(F)cccc4Cl)CC3)N=CN21 (stereo not drawn)	-1	-1
NNC(=O)c1ccc(O)cc1O	-3	33
CCOc1ccccc1N1CCN(Cc2ccccc2[N+](=O)[O-])CC1	9	-3
O=C(NCc1cccc(F)c1)c1csc(-c2ccncc2)n1	-9	-2
CS(=O)(=O)NC1CC2CC1N(C(=O)Nc1ccc(Cl)cc1F)C2 (stereo not drawn)	-3	-6
Fc1cccc(Cl)c1CSc1nnc2ccc(-c3cccnc3)nn12	-5	-2
CCOC(=O)COc1ccc2c(=O)c(-c3ccccc3OC)c(C)oc2c1	-1	-5
Cc1ccc(NC(=O)Cc2ccc(F)cc2F)cc1	-11	-16
COc1ccc(Cn2nnc3cc(C(=O)N4CCCC4)ccc32)cc1	5	-4
CNC(=O)c1ccc(C)c([N+](=O)[O-])c1	-6	2
CCN(CC)CC(=O)N1CCCc2c1c(=O)oc1ccc(OCc3ccccc3)cc21	9	-7
CC(=O)N1CCN(CC(=O)N2N=C(c3ccc(F)cc3)CC2c2ccccc2)CC1 (stereo not drawn)	35	-1
Clc1ccc(-c2nnc(Sc3ncnc4c3cnn4-c3ccccc3)n2-c2ccccc2)cc1	x	-4
CN(C)c1ccc(C=NS(=O)(=O)c2cccs2)cc1	5	0
CNCC(O)COc1ccc(C)cc1C (stereo not drawn)	-2	-1
O=C(O)c1cc2c(s1)CCCC2	-7	x
Cc1cc(Br)ccc1NC(=O)c1ccc(Cl)cc1[N+](=O)[O-]	0	4
COc1cc(CN2CCN(Cc3cccc([N+](=O)[O-])c3)CC2)cc(OC)c1OC	4	-11
CC1=C(C(=O)Nc2ccc(C)cn2)C(c2ccc(N(C)C)cc2)C2=C(CC(C)(C)CC2=O)N1 (stereo not drawn)	12	-2
CSc1nnc(-c2ccccc2)c(-c2ccccc2)c1-c1ccccc1	x	-3
COc1cc(/C=C2\NC(=O)NC2=O)cc(Cl)c1OCc1ccc(C(=O)O)cc1	15	-7
O=S1(=O)N=C(N/N=C/c2cc(Cl)ccc2O)c2ccccc21	+	x
Cc1ccc(N2CC(C(=O)N(C)Cc3ccccc3)CC2=O)cc1Cl (stereo not drawn)	61*	-1
CC(=O)Nc1ccc(S(=O)(=O)NCCC2CCN(C(=O)c3ccccc3)CC2)cc1	39	0
CCc1nnc(-c2cccn2CC(=O)Nc2cccc(C)c2C)o1	2	-3
O=C(Nc1ccc(Br)c2cccnc12)c1ccc(S(=O)(=O)N2CCCCC2)cc1	1	-5
CN(C(=O)Cc1c(C(=O)O)[nH]c2ccccc12)c1cccc(Cl)c1	5	8
Cn1c(=O)c2c(ncn2CC(=O)N/N=C/C=C\c2ccco2)n(C)c1=O	i	x
O=C(NCC(F)(F)F)C1CCN(C(=O)CSCc2ccccc2)CC1	-11	-1
CC(C)NC(=O)N1CC(C(=O)N2CCOCC2)CCC1c1ccc(F)cc1 (stereo not drawn)	2	-3
CCOC(=O)N1CCc2nn(CC(=O)Nc3ccc(OC)cc3OC)c(=O)cc2C1	6	-7
Cc1cc(NC(=O)CCCn2nc(-c3cccs3)ccc2=O)sn1	1	0
COc1ccc(-c2ccc(-c3cc(=O)oc4c(C(C)C)ccc(C)c34)cc2)cc1	-13	-6
Cc1nc(-c2cc(C#N)c(SCCNS(=O)(=O)c3cccc(C(F)(F)F)c3)nc2C)cs1	x	-8
CCCCSc1nnc2c(n1)OC(c1cccnc1)N(C(C)=O)c1ccccc1-2 (stereo not drawn)	-2	-4
COc1ccccc1C1CCN(C(=O)c2ccccc2)CC1	x	-7
CCOc1cc(C2C=C(c3ccc(C)cc3)Nc3nnnn32)ccc1OC(F)F (stereo not drawn)	7	0
CCOc1cccc(CN2CCc3nc(N4CCOCC4)ncc3C2)c1	16	-1
COc1ccc(CNS(=O)(=O)c2ccccc2Br)cc1	-4	-2
O=C1C(=O)N(CCCO)C(c2cccc([N+](=O)[O-])c2)C1=C(O)c1ccccc1 (stereo not drawn)	8	-9
CC1=C(Cl)c2ccc(Cl)cc2S1(=O)=O	-15&-7	4
COCCCn1c(C)cc(C(=O)N2CCc3nc4cc[nH]n4c(=O)c3C2)c1C	15	1
N#CC1=C(N)OC2=C(C(=O)CC(c3ccccc3)C2)C1c1cccc(F)c1 (stereo not drawn)	10	-7
O=S(=O)(c1cc(Cl)ccc1Cl)n1cccn1	-6	1
CC1CC(C)CN(CCCNC(=O)c2ccc3c(c2)NC(=O)C(N2CCCCC2)S3)C1 (stereo not drawn)	-1	-12
CCCCNC(=O)C1=Cc2cc(Br)ccc2OC=C1	-11	-25
Cc1cc(C)n(-c2cc(C)c3cccc([N+](=O)[O-])c3n2)n1	-2	-1
CNc1ccc([N+](=O)[O-])cc1-n1cc2c(=O)n(C)c(=O)n(C)c2c1	0	-9

Carrying on.
SMILES	mHTT CaM bind	Pf apPOL block
Cc1oc(C2CCN(C(=O)Nc3ccc(Cl)cc3F)CC2)nc1C(=O)N(C)C	-3	-3
Cc1ccc(NC(=O)OCCCN2C(=O)CCC23CCC(C)CC3)cc1C (stereo not drawn)	7	-1
COc1ccc(-n2nc(C(=O)NC3CCCC(C)C3C)c3ccccc3c2=O)cc1 (stereo not drawn)	-8	-44
O=C(Nc1ccc2c(c1)OCCO2)c1cc2c(s1)CN(C1CCCC1)C2	46	-2
CCc1c(-c2ccccc2)n(CC(O)c2ccccc2)c2nc3c(c(=O)n(C)c(=O)n3C)n12 (stereo not drawn)	23	-3
Cc1ccc(N2C(=O)c3ccccc3NC2c2ccccc2)cc1C (stereo not drawn)	-4	-2
CCC(C(=O)N1CCC(CCOC)CC1)c1ccccc1 (stereo not drawn)	-5	-2
CC(C)CNC(=O)C1COC2(CCCCC2)N1C(=O)c1cccc(Cl)c1 (stereo not drawn)	-8	1
CCCCOc1cccc(N=Cc2c(C)[nH]n(-c3ccccc3)c2=O)c1	34	8
CCCNc1cc(N2CCCC(CCC(=O)N(CC)CC)C2)ncn1 (stereo not drawn)	5	-5
CC(O)=Cc1nc2ccccc2nc1C=C(C)O	39	-2
Cc1cccc(C)c1NC(=O)CSCc1ccc2c(c1)OCO2	0	-5
Cc1noc(C2CN(C(=O)Nc3ccc(Cl)cc3C)CC23CCOCC3)n1 (stereo not drawn)	-5	-2
CCc1cc2c(=O)c(-c3ccc4c(c3)OCO4)c(C)oc2cc1OC	-3	-6
CCCC(C)C(=O)Nc1ccccc1OCC (stereo not drawn)	-20	0
O=C(NCCS(=O)(=O)N1CCN(c2ncccn2)CC1)c1ccc(F)cc1F	-5	-3
O=C(Nc1cccc(Cl)c1Cl)c1ccccc1[N+](=O)[O-]	13	8
CCCOn1nnc2ccc([N+](=O)[O-])cc21	4	-1
COc1cccc(CN2C(=O)CCC2(C)C(=O)NCc2ccc(C)cc2)c1OC (stereo not drawn)	24	0
COc1ccccc1CNC(=O)C1CCN(c2cncnc2N2CCCC2)CC1	8	-7

A draw from above in order of count of non-hydrogen atoms, low to high.
SMILES	mHTT CaM bind	Pf apPOL block
CS(=O)(=O)NC1CC2CC1N(C(=O)Nc1ccc(Cl)cc1F)C2 (stereo not drawn)	-3	-6
Cc1cc(NC(=O)CCCn2nc(-c3cccs3)ccc2=O)sn1	1	0
COCCCn1c(C)cc(C(=O)N2CCc3nc4cc[nH]n4c(=O)c3C2)c1C	15	1
COc1ccc(-c2ccc(-c3cc(=O)oc4c(C(C)C)ccc(C)c34)cc2)cc1	-13	-6
CC(=O)Nc1ccc(S(=O)(=O)NCCC2CCN(C(=O)c3ccccc3)CC2)cc1	39	0

Back to the main list with the four entries that preceded the break.
SMILES	mHTT CaM bind	Pf apPOL block
O=C(Nc1cccc(Cl)c1Cl)c1ccccc1[N+](=O)[O-]	13	8
CCCOn1nnc2ccc([N+](=O)[O-])cc21	4	-1
COc1cccc(CN2C(=O)CCC2(C)C(=O)NCc2ccc(C)cc2)c1OC (stereo not drawn)	24	0
COc1ccccc1CNC(=O)C1CCN(c2cncnc2N2CCCC2)CC1	8	-7
COc1ccc(C)cc1NC(=O)C1(C)Oc2cccnc2NC1=O (stereo not drawn)	-2	-8
O=C(c1ccco1)n1nnc2ccccc21	4	4
Cc1ccccc1CS(=O)(=O)CCC(=O)NCCCN1CCOCC1	-7	-13
CCOC(=O)Cc1ccc(NC(=O)N2CCn3cccc3C2C(C)C)cc1 (stereo not drawn)	3	0
Cc1ccccc1C(=O)N1CCCC(c2nncn2-c2ccccc2)C1 (stereo not drawn)	9	1
O=C(c1ccncc1)N1CCC(c2nc(-c3ccccc3)no2)C1 (stereo not drawn)	-5	2
CC1(C)CC(=O)c2c(nn(-c3ccccc3)c2-c2cccnc2)C1	-3	-4
CCN(c1ccc(F)cc1)S(=O)(=O)c1ccc2[nH]cc(C(=O)NCc3ccco3)c(=O)c2c1	16	-8
Cc1cccc(NC(c2cccc(Cl)c2)c2ccc3cccnc3c2O)n1 (stereo not drawn)	98*	-2
O=S(=O)(c1ccccc1)N1CCN(C2CCCC2)CC1	-7	x
Cc1ccc(-c2csc3nc(CN4CCOCC4)[nH]c(=O)c23)cc1C	24	-2
Cc1ccc2nsnc2c1S(=O)(=O)NCCC12CC3CC(CC(C3)C1)C2	11	-2
Cc1ccc(C2CC(C(F)(F)F)n3ncc(C(=O)NC(C)C)c3N2)cc1 (stereo not drawn)	8	3
COc1cccc2c1[C@@H]1CN(CCCCn3c(=O)[nH]c4c(sc5ncc(-c6ccccc6)nc54)c3=O)C[C@@H]1CO2	x	-2
O=C(Nc1cc(Cl)ccc1Cl)c1noc2c1CCCC2	-11	-5
Cn1c(=O)[nH]cc(C(=O)Nc2ccncc2)c1=O	5	-2
COc1ccccc1N1C(=O)C2C3C=CC(C)(O3)C2C1=O (stereo not drawn)	0	-2
COc1cccc(C2Nc3ccccc3C(=O)N2O)c1O (stereo not drawn)	18	1
O=C(Cn1ccc2sccc2c1=O)NCc1ccc(F)cc1	0	-2
COc1ccccc1OCc1nc(C(=O)N2CCN(C)CC2)cs1	-1	-1
CCOC(=O)C1CCC(CNC(=O)N2CCCC2c2cc(C(C)C)on2)CC1 (stereo not drawn)	1	-4
Cc1ccc(NC(=O)N2CCCC(C)(C(=O)NCc3ccc(F)cc3)C2)cc1F (stereo not drawn)	-8	5
CC(Oc1ccccc1)C(=O)Nc1ccccc1I (stereo not drawn)	-33	-2
O=C(c1ccc(=O)[nH]c1)N(Cc1cccs1)C1(C(=O)NC2CCCCC2)CCCCC1	10	-8
Cc1c(Cl)cccc1NC=C1C(=O)OC2(CCCCC2)OC1=O	-2&-12	2&-1
CCn1cnc2c1c(=O)n(CCC(C)C)c(=O)n2-c1ccccc1C	8	-4
Cc1cccc(OCc2noc(-c3ccccc3C)n2)c1	-55	5
CCC(=O)N1CCN(c2nc3c(c(=O)[nH]c(=O)n3C)n2CC)CC1	0	0
CCCC(=O)c1cc2cc(Br)ccc2oc1=O	x	-1&-3
Cc1noc(-c2cccnc2)c1C(=O)NCc1ccc(Cl)cc1	-2	-4
c1ccc(-n2nnnc2SCc2cn3cccnc3n2)cc1	-6	-6
COc1ccccc1Nc1ncc2c(n1)CCN(Cc1ccc(OC(C)C)cc1)C2	4	-6
CCN1C(=O)c2ccc(C(=O)Nc3ccc([N+](=O)[O-])cc3Cl)cc2C1=O	-1	2
CC(=O)Nc1ccc(S(=O)(=O)Nc2cccc(C(C)=O)c2)cc1	-4	-14
O=C(c1ccc(OCC2CCN(C(=O)c3ccc(Cl)cc3)CC2)cc1)N1CCOCC1	-2	1
CCn1cc(C(=O)Nc2ccc(C(=O)OC)cc2)c(=O)c2cc(Cl)ccc21	2	2
COc1ccccc1C1N(c2cc(Cl)ccc2OC)C(=O)C2CCCN21 (stereo not drawn)	1	-2
COc1ccccc1C(=O)N1CCCC(c2noc(-c3ccccc3OC)n2)C1 (stereo not drawn)	13	-2
Cc1ccc(N2CCC(NS(=O)(=O)c3cccc(F)c3)C2=O)cc1 (stereo not drawn)	-11	2
Cc1cc(NC(=O)N2CCc3cn(C)c4cccc(c34)C2)ccc1Br	4	-4

Reprinted at random: five entries already listed, in no set order.
SMILES	mHTT CaM bind	Pf apPOL block
CCC(=O)N1CCN(c2nc3c(c(=O)[nH]c(=O)n3C)n2CC)CC1	0	0
O=C(c1ccc(=O)[nH]c1)N(Cc1cccs1)C1(C(=O)NC2CCCCC2)CCCCC1	10	-8
COc1ccccc1C(=O)N1CCCC(c2noc(-c3ccccc3OC)n2)C1 (stereo not drawn)	13	-2
COc1ccccc1C1N(c2cc(Cl)ccc2OC)C(=O)C2CCCN21 (stereo not drawn)	1	-2
Cc1cccc(OCc2noc(-c3ccccc3C)n2)c1	-55	5
